Screening results from PubChem.
FLuc counter: inhibits or activates purified firefly luciferase, miR-21 counter-screen; purified FLuc, Km substrates, luminescence inhibition; 6.9% of 360,000 active; Potency, µM (top dose mostly 57.5 µM), for the others: at the highest dose activity change, negative = inhibition, actives largely listed as inhibitors;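 also: plate controls were vehicle for no effect and reference inhibitor for full effect; nearly all actives have a fitted effect of over 55% in size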
Target sequence (P08659 whole entry, looked up): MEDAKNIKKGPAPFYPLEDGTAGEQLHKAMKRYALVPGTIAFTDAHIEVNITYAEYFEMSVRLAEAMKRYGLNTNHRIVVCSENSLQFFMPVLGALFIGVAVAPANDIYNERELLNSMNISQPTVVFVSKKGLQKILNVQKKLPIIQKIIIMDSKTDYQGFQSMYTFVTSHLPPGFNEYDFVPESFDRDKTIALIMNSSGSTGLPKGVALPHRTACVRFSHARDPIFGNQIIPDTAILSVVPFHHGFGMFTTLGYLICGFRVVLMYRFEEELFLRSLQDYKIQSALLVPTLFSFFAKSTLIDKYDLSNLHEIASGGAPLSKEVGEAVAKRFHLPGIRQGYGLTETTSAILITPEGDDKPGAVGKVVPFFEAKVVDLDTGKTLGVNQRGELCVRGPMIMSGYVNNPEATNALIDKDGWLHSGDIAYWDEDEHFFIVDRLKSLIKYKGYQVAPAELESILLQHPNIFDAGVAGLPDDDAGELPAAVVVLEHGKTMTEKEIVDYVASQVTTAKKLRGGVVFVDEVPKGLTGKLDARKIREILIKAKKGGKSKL
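Purified P. pyralis luciferase, 10 nM final, with Km-level 10 uM D-luciferin and 10 uM ATP in 50 mM Tris acetate pH 7.5, 10 mM Mg acetate, 0.01% Tween-20, 0.05% BSA; 6-point qHTS titration about 60 µM downward; luminescence read.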
MBNL1-CUG inh: inhibitors of human MBNL1 binding to CUG repeat RNA. TR-FRET MBNL1-His/biotin-(CUG)12 binding, 665/545 ratio. Potency, µM (top dose mostly 57.5 µM), inactives show top-dose activity change, negative = inhibition, hits mostly inhibitors. 0.036% of 280,000 active. Q9NR56. AID 2675; active = well fitted inhibition curve with a large enough effect in the signal ratio, with a control signal flat, not every such curve was filed as active; inconclusive = small, poorly fitted or top-dose-only effect, or effect the other way, or a change in a side signal; inactive = no such curve, though single readings can be large or run the other way; the % refers to the signal ratio; also: % is scaled to controls: 0 for no effect and ±100 for the full control effect
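Compounds (final 92 nM to 58 uM) are added to His-tagged MBNL1 and biotin-(CUG)12, then terbium anti-His antibody and streptavidin-XL665 (5 nM final). After 60 min at room temperature, the 665/545 nm ratio is read.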
Rab9 promoter act: Rab9 promoter activation. Huh7 Rab9 promoter-luciferase reporter, luminescence, 24 h. Potency, µM (series often up to 9.22 µM), for the others: at the highest dose activation, negative = inhibition, most hits filed as activators. 2.8% of 320,000 active. AID 485297; also: % of control where 0% means no effect; nearly all actives have a fitted effect of over 60% in size
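Huh7 cells stably carrying a Rab9 promoter-luciferase reporter, 1500 cells per well in OP-MEM I with 10% FBS, treated with compound 24 hours at 37C. Luciferase activity read by luminescence after 10 minutes with Amplite reagent.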
ELG1 genotoxic: genotoxicity induction in ELG1-luciferase HEK293T cells; HEK293T ELG1-luciferase reporter, luminescence, 16 h; AID 504466; Potency, µM (series often up to 46 µM), for inactives: top-dose activity change, positive = activation, most hits filed as activators; 1.3% of 330,000 active; also: % of control where 0% means no effect; nearly all actives have a fitted effect of over 60% in size
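Step 1: seed 2,000 HEK293T ELG1-luciferase cells per well. Step 2: add compound or DMSO, incubate 16 hr at 37 °C. Step 3: ONE-Glo, 30 min at room temperature, read luminescence.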
RORgamma inh: ROR gamma (mouse) transcription inhibition; AID 2551; Potency, µM (series often up to 53.6 µM), without a hit: at the top dose activity change, negative = inhibition, usual class: inhibitors; 5.4% of 310,000 active; Drosophila S2 Gal4-RORgamma UAS-luciferase reporter, 20 h; also: % is scaled to controls: 0 for no effect and ±100 for the full control effect; nearly all actives have a fitted effect of over 60% in size
Target sequence (P51450 whole entry, looked up, the tested form may be a part): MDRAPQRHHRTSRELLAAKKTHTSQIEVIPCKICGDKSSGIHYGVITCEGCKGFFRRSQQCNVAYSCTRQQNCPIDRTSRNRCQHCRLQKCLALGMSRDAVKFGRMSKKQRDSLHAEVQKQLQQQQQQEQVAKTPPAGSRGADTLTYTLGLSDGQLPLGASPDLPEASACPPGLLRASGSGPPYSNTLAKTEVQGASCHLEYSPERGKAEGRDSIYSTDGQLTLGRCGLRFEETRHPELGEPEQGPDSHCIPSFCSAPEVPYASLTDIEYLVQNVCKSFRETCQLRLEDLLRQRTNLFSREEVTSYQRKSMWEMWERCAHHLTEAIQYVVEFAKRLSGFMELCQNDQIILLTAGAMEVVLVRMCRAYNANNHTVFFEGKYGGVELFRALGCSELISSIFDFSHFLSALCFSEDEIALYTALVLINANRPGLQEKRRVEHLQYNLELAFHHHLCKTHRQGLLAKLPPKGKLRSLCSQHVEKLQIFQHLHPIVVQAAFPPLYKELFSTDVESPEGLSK
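Stable Schneider cell line, Gal4 DNA-binding domain fused to ROR gamma, UAS-luciferase. Cmpd 1 hr RT → CuSO4 700 uM final → 20 hr RT → luciferase reagent 10 min → luminescence.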
BRCA1 expr act: increases BRCA1 expression | 1.1% of 380,000 active | Potency, µM (doses to about 46.1 µM), for the others: top-dose activation, hits mostly activators | AID 624202 | MCF7-BRCA1-FFLuc reporter, luminescence, 48 h; response scale: scaled: vehicle 0%, 10 µM genistein 100%; also: nearly all actives have a fitted effect of over 80% in size; some results filed as inactive show a strong effect at the top dose
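Luminescence from a BRCA1-driven firefly luciferase in MCF7 cells was read after 48 h compound exposure at 37 C. Data normalized against DMSO and a 10microM genistein activation control, then curve-fitted across the titration.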
Gal4-VP16 FLuc: inhibits Gal4-VP16 luciferase reporter, ROR gamma counter-screen; Drosophila S2 Gal4-VP16 UAS-luciferase, luminescence, 20 h; Potency, µM (doses to about 53.6 µM), inactives show at the highest dose activity, negative = inhibition, actives largely listed as inhibitors; 3.5% of 310,000 active; AID 2546;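 also: Gal4-VP16 expression switched on by copper sulfate through the metallothionein promoter; % is scaled to controls: 0 for no effect and ±100 for the full control effect; nearly all actives have a fitted effect of over 50% in size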
p53 reactivator: re-activators of mutant p53; H1299 p53-A138V BP100-luciferase reporter, luminescence, 24 h; Potency, µM (doses to about 92.2 µM), for the others: at the highest dose activity change, positive = activation, most hits filed as activators; 0.063% of 320,000 active; also: % of control where 0% means no effect; nearly all actives have a fitted effect of over 45% in size
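p53-null H1299 cells stably carrying temperature-sensitive p53-A138V and a BP100-luciferase reporter were pinned with compounds (4-point, 1:5 series) and held 24 hrs at 37 deg C. Luminescence was read 10 min after detection reagent.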
NPC1 prom act: NPC1 promoter activation; 2.4% of 320,000 active; Huh7 NPC1 promoter luciferase reporter, 24 h; AID 485313; Potency, µM (doses to about 9.22 µM), for the others: at the top dose activation, actives largely listed as activators;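 also: % of control where 0% means no effect; nearly all actives have a fitted effect of over 60% in size; reporter is driven by a mutant NPC1 promoter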
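Quantitative HTS used a cell-based reporter: Huh7 cells stably bearing the NPC1 promoter upstream of luciferase were treated with compounds for 24 h, and promoter activation was read as luminescence.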
uPA generation: blocks generation of uPA at the cell surface; 0.31% of 330,000 active; AID 540303; Potency, µM (top dose mostly 38.3 µM), for inactives: at the highest dose activity change, negative = inhibition, hits mostly inhibitors; cell surface uPA generation assay, qHTS; active = well fitted inhibition curve with a large enough effect; inconclusive = small, poorly fitted or top-dose-only effect; inactive = no such curve, though single readings can be large or run the other way; tested in mouse RAW 264.7 cells; also: % is scaled to controls: 0 for no effect and ±100 for the full control effect; nearly all actives have a fitted effect of over 55% in size
Starred values were filed as active, the others as inactive; ? = inconclusive; · = not tested or not shown; & = joins results of further samples; [ ] = dose if it differs, or a comment. Unless noted, calls follow the shape of the dose curve; as a rule, active = well fitted curve in the direction sought with a large enough effect; inconclusive = small, poorly fitted or top-dose-only effect, or another doubt; inactive = no such curve, though single readings can be large; an effect the other way counts as inactive or inconclusive. Potency is read from the fitted curve at half-maximal effect.

SMILES | FLuc counter | MBNL1-CUG inh | Rab9 promoter act | ELG1 genotoxic | RORgamma inh | BRCA1 expr act | Gal4-VP16 FLuc | p53 reactivator | NPC1 prom act | uPA generation
Cc1ccc(CNC(=O)CCS(=O)(=O)c2cc3c(cc2Cl)NC(=O)CO3)cc1 | -2%&-5% | 1% | 1% | 0%[9.26 µM] | -10% | 0%&10% | -4% | 1% | 1% | 2%
O=C(NC(=S)N1CCN(c2ccc([N+](=O)[O-])cc2)CC1)c1ccc(F)cc1 | -9% | · | -2% | 0% | 1.1µM* | -30% | 1µM* | 4% | -5% | -4%
Nc1nc(OCC(F)(F)F)cc(Oc2ccccc2F)n1 | -19% | 7% | 25% | 4% | 55% | 32% | 0% | ? | 0% | ·
Cc1c(Cl)cccc1NC(=S)N1CCC(C(N)=O)(N2CCCCC2)CC1 | 0% | -11% | -6% | 1% | 4% | -17% | 8% | -9% | -5% | -4%
Cc1cccc(N2CC(C(=O)Nc3nnc(SCC(=O)Nc4nccs4)s3)CC2=O)c1 (stereo not drawn) | 0% | · | 0% | -1% | -19% | -5% | -5% | 6% | -1% | 1%
Clc1ccc(CSc2nncn2-c2ccccn2)cc1 | 3% | -2% | -2% | -4% | 30% | -2% | -1% | 4% | 2% | -2%
CCC(C(=O)Oc1c(C(C)C)cccc1C(C)C)c1ccccc1 (stereo not drawn) | 6% | · | -7% | -2% | · | 1% | · | 2% | 2% | 14%
N/C(=N\OC(=O)CC1CCCCC1)c1ccccn1 | 0.6µM* | 1% | 15% | ? | -18% | ? | 20% | 20% | 20% | -16%
CCOc1ccc(C2SCC(=O)N2c2c(C)n(C)n(-c3ccccc3)c2=O)cc1 (stereo not drawn) | -4% | 8% | 3% | 5% | -4% | -1% | -2% | -4% | -2% | 2%
CC1=C(C(=O)O)N2C(=O)C(NC(=O)c3ccccc3Cl)C2SC1 (stereo not drawn) | ? | 3% | -3% | 0% | 14% | -17% | -11% | 3% | 1% | -2%

Single records (already shown):
CC1=C(C(=O)O)N2C(=O)C(NC(=O)c3ccccc3Cl)C2SC1 (stereo not drawn) reads FLuc counter: ?; MBNL1-CUG inh: 3%; Rab9 promoter act: -3%; ELG1 genotoxic: 0%; RORgamma inh: 14%; BRCA1 expr act: -17%; Gal4-VP16 FLuc: -11%; p53 reactivator: 3%; NPC1 prom act: 1%; uPA generation: -2%
Nc1nc(OCC(F)(F)F)cc(Oc2ccccc2F)n1 reads FLuc counter: -19%; MBNL1-CUG inh: 7%; Rab9 promoter act: 25%; ELG1 genotoxic: 4%; RORgamma inh: 55%; BRCA1 expr act: 32%; Gal4-VP16 FLuc: 0%; p53 reactivator: ?; NPC1 prom act: 0%; uPA generation: ·

(list continues)
SMILES | FLuc counter | MBNL1-CUG inh | Rab9 promoter act | ELG1 genotoxic | RORgamma inh | BRCA1 expr act | Gal4-VP16 FLuc | p53 reactivator | NPC1 prom act | uPA generation
O=C(NNC1=C(C(=O)C(F)(F)F)CCC1)c1ccc(Br)cc1 | 0% | 0% | -6% | -17% | ? | -42% | ? | ? | 1% | 2%
CCC(=O)Nc1cccc(NC(=O)c2ccc(C)cc2Cl)c1 | 19µM* | -16% | ? | 4% | -11% | 3% | 12% | -2% | 21% | -3%
CCOc1ccc(-c2nnn(CC(=O)Nc3cc(OC)cc(OC)c3)n2)cc1OCC | 3% | -2% | -2% | 11% | -8% | -4% | -12% | -9% | -3% | -10%
c1ccc2c(c1)oc1c(NCCCn3ccnc3)ncnc12 | -7% | -5% | 0% | 3% | ? | -20% | -3% | 0% | 1% | 9%
CN1CCN(NS(=O)(=O)c2ccc(Cl)s2)CC1 | 1% | · | -2% | 2% | -12% | 2% | 0% | 4% | 1% | 4%
Cc1ccc(Sc2ccc(C(=O)N(C)C)cc2[N+](=O)[O-])cc1 | -4% | ? | -14% | 0% | ? | -8% | -11%[10 µM] | 10% | -8% | 2%
CCN(CC)CCCN1C(=O)C(=O)/C(=C(/O)c2ccc3c(c2)OCCO3)C1c1ccco1 (stereo not drawn) | -1% | 4% | ? | 12% | 20% | 30% | -7% | 19% | -1% | -1%
O=C(CSc1ccc(-c2ccccc2)nn1)NC1CCCCC1 | ? | 0% | 6% | 2% | 2% | 20% | -2% | 10% | 4% | 2%
COC(=O)C1=C(N)Oc2cc(C)n(Cc3cccnc3)c(=O)c2C1c1ccc(OC)c(OC)c1OC (stereo not drawn) | 3% | 10% | 1% | 0% | -31% | 6% | 12% | -2% | -2% | 8%
COC1CCCN(Cc2c(C(=O)N3CCc4ccccc4C3)nc3ccc(Cl)cn23)C1 (stereo not drawn) | 1% | 0% | 0% | 0%[9.26 µM] | -5% | -25% | -3% | 2% | -4% | 4%
COc1ccc(C(C#N)Nc2ccc(C)cc2)cc1 (stereo not drawn) | 1.7µM* | 1% | -4% | 1% | -32% | 2% | 2% | -3% | -2% | -5%
COCCN1CCC(CNCc2cn(-c3cc(C)ccc3C)nc2-c2ccccc2)C1 (stereo not drawn) | 7% | ? | -3% | 3% | ? | -56% | ? | -2% | 1% | ?
CCn1c(SCC(=O)Nc2nccs2)nnc1-c1cc2cccc(OC)c2o1 | 1% | 2% | -9% | 2% | -43% | -8% | -3% | 1% | -1% | 2%
CCOC(=O)N1CCN(C(=O)c2ccc3nc(SCc4ccc(F)cc4)n(C)c3c2)CC1 | -1% | 1% | -5% | -5% | ? | 0% | -11% | -6% | 3% | -1%
C/C(=C/c1ccccc1)C(=O)N1CCC(C)CC1 | -3% | -1% | 12% | 14% | 31% | 41% | 1% | -22% | 17% | -4%
CC(=O)C(C(C)=O)C1(O)C(=O)c2ccccc2C1=O | 4% | ? | -6% | -3% | 21% | -19% | -3% | -2% | -2% | -2%
Nc1ccc2c(c1)N=[N+]([O-])c1cc(N)ccc1C2 | -1% | ? | -2%[1.84 µM] | 1% | 9% | 1% | -11% | -2% | -12% | -4%
CC(C)c1nc(-c2c(N)n(C)c(=O)n(C)c2=O)sc1C(=O)C(C)(C)C | -2% | 3% | 1% | -2% | 8% | 6% | 0% | 7% | -1% | 0%
CCCCn1c(N)c(Br)c(=O)[nH]c1=O | 0% | -5% | -3% | 1% | -21% | -3% | 0% | 0% | -3% | 1%
CCOC(=O)N/N=C/c1cn(CCCOc2ccccc2)c2ccccc12 | 0% | ? | ? | -3% | 5% | -11% | -21% | 20% | ? | 0%
CC1CCC(NC(=O)c2cc3ccccc3cc2O)CC1 (stereo not drawn) | 5.4µM* | · | 2.2µM* | 13% | · | ? | · | ? | ? | -26%
Cc1ccc(NC(=O)CCn2cnc3ccccc3c2=O)cc1Cl | 2% | 17% | -5% | 4% | 0% | -20% | -19% | 0% | 1% | -3%
O=C(NCc1ccc(N2CCCC2=O)cc1)c1ccc(F)cc1 | -6% | -6% | -4% | 2% | -1% | 24% | -8% | 5% | 2% | 4%
Cc1ccc(NC(=O)CCC(C(=O)O)N2C(=O)c3ccccc3C2=O)cc1 (stereo not drawn) | -1% | 1% | 1% | 0% | 36% | -9% | 1% | -3% | -2% | -6%
Cc1ccc(S(=O)(=O)N(C)c2ccc3ccccc3c2)cc1 | -14% | -2% | -4% | -9% | 2% | -8% | -12% | -3% | -8% | 6%
CN(CCOc1ccccc1)C(=O)C1CCC(=O)N(CCN2CCOCC2)C1 (stereo not drawn) | 0% | 2% | 14% | 9% | -30% | -2% | -13% | -1% | 1% | 2%
CCC(C)NC(=O)c1ccc(NS(=O)(=O)c2ccc3[nH]c(=O)[nH]c3c2)cc1 (stereo not drawn) | 17µM* | ? | 1% | ? | -21% | -1% | -12% | 12% | 13% | -7%
O=C(OC(C(=O)NCC1CCCO1)c1ccccc1F)c1ccco1 (stereo not drawn) | 1% | 5% | 5% | 0% | ? | -6% | 0% | 4% | -4% | 3%
COc1cccc(/C=N/NC(=O)Cn2nc(C)c([N+](=O)[O-])c2C)c1O | 1% | -14% | -15% | 12% | 0.35µM* | -83% | 0.79µM* | ? | -19% | -6%
O=C(N[C@@H](Cc1ccccc1)C(=O)OCc1ccccc1)c1nc[nH]c1C(=O)N1CCc2ccccc2C1 | 2% | 1% | -7% | 0% | 13µM* | -13% | ? | -15% | -3% | -23%

Shown with values under each structure: part of the list above
Under each structure: FLuc counter | MBNL1-CUG inh | Rab9 promoter act | ELG1 genotoxic | RORgamma inh | BRCA1 expr act | Gal4-VP16 FLuc | p53 reactivator | NPC1 prom act | uPA generation
Cc1ccc(NC(=O)CCC(C(=O)O)N2C(=O)c3ccccc3C2=O)cc1 (stereo not drawn)
    -1% | 1% | 1% | 0% | 36% | -9% | 1% | -3% | -2% | -6%
Cc1ccc(S(=O)(=O)N(C)c2ccc3ccccc3c2)cc1
    -14% | -2% | -4% | -9% | 2% | -8% | -12% | -3% | -8% | 6%
CN(CCOc1ccccc1)C(=O)C1CCC(=O)N(CCN2CCOCC2)C1 (stereo not drawn)
    0% | 2% | 14% | 9% | -30% | -2% | -13% | -1% | 1% | 2%
CCC(C)NC(=O)c1ccc(NS(=O)(=O)c2ccc3[nH]c(=O)[nH]c3c2)cc1 (stereo not drawn)
    17µM* | ? | 1% | ? | -21% | -1% | -12% | 12% | 13% | -7%
